Screening data as filed in PubChem BioAssay.
LYP act: LYP (human) phosphatase activation; Q9Y2R2; recombinant LYP, DiFMUP fluorescence; 0 = plate median, 100 = signal doubled; activation, % at 2 µM; hit rate 0.11% among 96,000; AID 697;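 active = activation at 2 µM above a set limit, the mean plus 5 SD, cut at about 37% in these data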
Lung fibro prol: blocks proliferation of human lung fibroblasts; LL 47 human lung fibroblast viability, ATP luminescence; stronger effect = lower value; viability, % at 10 µM; hit rate 1.1% among 85,000; AID 719;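 active = viability at or below 50% in the single dose screen; inactive = viability above 50%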;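 note: compound exposure lasted 72 h before the ATP readout; 100% = median luminescence of untreated cell-only wells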
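Times – overnight cell rest, 72 h compound treatment at 37 °C · Test system – human lung fibroblast line LL 47, low passage · Amount – 1,150 cells in each well · Controls – cell-only wells, no compound · Doses – 0.1% DMSO in all compound wells · Measured by – CellTiter-Glo luminescence · Buffer or medium – IMEM plus 15% FBS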
PostGolgi ctrl: growth of the yeast control strain, post-Golgi counter-screen. efflux-deficient yeast background strain, growth absorbance A615, 16 h. hit rate 5% among 98,000. inhibition, % at 10 µM; in the data active = inhibition above about 30%
sEH activator: soluble epoxide hydrolase (human) activation; activation, % at 2 µM; P34913; hit rate 0.04% among 91,000; purified human sEH enzymatic activity, activator screen; in the data active = activation above about 37%; note: values of inactives mirror those of a sister screen read the other way
Target sequence (P34913 whole entry, looked up): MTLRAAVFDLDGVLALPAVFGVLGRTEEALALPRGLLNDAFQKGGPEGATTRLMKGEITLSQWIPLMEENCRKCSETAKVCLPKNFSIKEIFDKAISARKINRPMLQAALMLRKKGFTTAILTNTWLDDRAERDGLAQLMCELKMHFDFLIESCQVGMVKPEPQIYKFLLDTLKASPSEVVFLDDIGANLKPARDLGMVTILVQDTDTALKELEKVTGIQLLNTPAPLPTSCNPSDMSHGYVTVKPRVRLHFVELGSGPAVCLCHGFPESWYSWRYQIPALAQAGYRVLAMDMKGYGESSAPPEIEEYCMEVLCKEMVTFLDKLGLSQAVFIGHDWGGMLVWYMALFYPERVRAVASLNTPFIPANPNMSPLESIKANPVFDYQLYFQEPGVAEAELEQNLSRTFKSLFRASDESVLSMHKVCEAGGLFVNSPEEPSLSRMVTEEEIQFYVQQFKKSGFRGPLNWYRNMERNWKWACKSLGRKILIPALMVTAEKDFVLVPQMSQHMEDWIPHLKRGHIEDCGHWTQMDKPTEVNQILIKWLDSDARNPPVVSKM
HUVEC inhibit: human endothelial cell proliferation inhibition. AID 648. HUVEC proliferation, CellTiter-Glo luminescence, 72 h; stronger effect = lower value. hit rate 1.1% among 86,000. viability, % at 10 µM (by protocol);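 active = viability at or below 30%; inactive = viability above 30%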;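 note: 100% = median luminescence of DMSO-only cell control wells on each plate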
S1P2 ag: S1P2 (human) receptor agonism; O95136; S1P2-expressing cell line, agonist reporter read-out; activation, % at 4.5 µM; hit rate 0.46% among 97,000; AID 729; in the data active = activation above about 16%;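 note: 0% = vehicle low control and 100% = maximal reference agonist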
Target sequence (O95136 whole entry, looked up): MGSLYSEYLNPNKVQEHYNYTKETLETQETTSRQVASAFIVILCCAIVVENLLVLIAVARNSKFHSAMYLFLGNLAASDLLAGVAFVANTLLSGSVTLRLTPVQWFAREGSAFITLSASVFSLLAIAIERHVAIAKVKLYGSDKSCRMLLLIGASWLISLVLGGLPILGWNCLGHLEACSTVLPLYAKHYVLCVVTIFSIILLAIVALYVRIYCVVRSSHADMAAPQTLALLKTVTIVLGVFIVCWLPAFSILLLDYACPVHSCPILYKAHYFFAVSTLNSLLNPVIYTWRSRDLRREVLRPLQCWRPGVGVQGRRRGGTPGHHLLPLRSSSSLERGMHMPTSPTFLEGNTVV
S1P2 blocker: antagonists of human S1P2 receptor | hit rate 0.21% among 97,000 | O95136 | inhibition, % at 5 µM | cell-based S1P2 antagonist assay, inhibition at 5 uM; in the data active = inhibition above about 45%;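 note: CRE beta-lactamase reporter cells expressing human S1P2 stimulated with S1P; 0% = agonist at EC80 alone and 100% = agonist plus reference antagonist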
sEH inh: blocks human soluble epoxide hydrolase activity; P34913; recombinant human sEH enzymatic activity assay; inhibition, % at 2 µM; hit rate 0.34% among 91,000; AID 707; in the data active = inhibition above about 80%; note: values of inactives mirror those of a sister screen read the other way; many of its hits are not listed in these tables
H69AR growth 86K: blocks growth of human H69AR lung tumor cells | H69AR lung tumor viability, ATP luminescence, 72 h; stronger effect = lower value | viability, % at 10 µM | hit rate 6% among 85,000 | AID 598;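 active = viability at or below 40%; inactive = viability above 40%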;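 note: multidrug resistant small cell line overexpressing MRP-1 efflux transporter; 100% = mean luminescence of untreated control wells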
Active calls of the source: *; . = no result given.

compound	HUVEC inhibit	H69AR growth 86K	S1P2 ag	S1P2 blocker	Lung fibro prol	sEH inh	LYP act	PostGolgi ctrl	sEH activator
Cc1ccn2cc(C(=O)NC3CCN(Cc4ccccc4)CC3)nc2c1	89	85	-5	17	90	-2	13	8	2
O=P(O)(O)C(O)C(F)(F)C(F)(F)C(F)(F)C(F)F (configuration not stated)	91	95	-3	14	95	3	-1	-3	-3
Cc1ccc(-c2ccccc2NC(=O)C2C3C=CC(C3)C2C(=O)O)o1 (configuration not stated)	94	93	-6	-6	101	-1	4	2	0
Cc1cc(OC(=O)N2CCCCC2)cc(C)c1Cl	80	52	0	-2	90	-14	5	10	20
CCCc1cc(=O)oc2cc(C)cc(OC(=O)c3ccco3)c12	100	102	-5	0	86	.	5	13	.
O=C(CSc1nc2ccccc2c(=O)n1CCC(=O)N1CCCCC1)NCc1ccccc1	92	70	-6	11	101	-4	1	16	4
N#CC1=C(N)OC2=C(C(=O)CCC2)C1CCc1ccccc1 (configuration not stated)	96	89	0	-17	106	-4	2	6	6
CC(C)CCNC(=O)C(c1cccnc1)N(Cc1ccccc1)C(=O)Cn1nnc2ccccc21 (configuration not stated)	95	78	-4	-10	92	11	-7	.	-11
O=C(Oc1cccnc1)c1ccco1	96	101	-1	9	94	-3	2	8	5
CCOC(=O)C1CCN(C(=O)c2n[nH]c(=O)c3ccccc23)CC1	99	105	-2	26	102	-15	7	2	15
O=c1[nH]c(CSc2nnc(NCCCN3CCOCC3)s2)nc2cc(Cl)ccc12	97	74	-5	13	100	0	2	5	2
CC(C)(C)CC(=O)Nc1nnc(-c2cccs2)s1	96	90	-7	6	105	8	-4	-2	-7
Cc1cc(NC(=O)C2CCN(S(=O)(=O)Cc3ccccc3)CC2)ccc1-n1cnnn1	98	95	-4	-4	93	31	5	20	-33
COc1cc(OC)c(NC(=O)c2c(-c3ccccc3)noc2C)cc1Cl	77	70	4	-20	100	10	9	7	-10
O=S(=O)(NCCc1csc(-c2cccnc2)n1)c1ccc2c(c1)OCCO2	91	106	0	-6	89	-8	0	21	6
CCC(=O)NCCc1nc2ccccc2n1Cc1ccccc1	95	94	-2	17	94	10	-10	.	-9
CCOc1cc2oc(=O)c3c(c2cc1Cl)CCC3	103	87	1	10	99	-13	5	1	11
Cc1ccc(C)c(OCCCC(=O)Nc2ccc(N3CCOCC3)cc2)c1	102	89	-5	9	101	34	9	-3	-35
Cc1ccc(N(CC(=O)NCc2ccc3c(c2)OCO3)S(=O)(=O)c2c(C)noc2C)cc1	96	78	-2	9	108	2	0	2	-2
COc1ccccc1-c1nc(-c2ccc(C)nc2OC)no1	119	82	-4	2	100	-4	1	17	3

Single records (already shown):
`COc1ccccc1-c1nc(-c2ccc(C)nc2OC)no1` across the screens: HUVEC inhibit = 119; H69AR growth 86K = 82; S1P2 ag = -4; S1P2 blocker = 2; Lung fibro prol = 100; sEH inh = -4; LYP act = 1; PostGolgi ctrl = 17; sEH activator = 3
`Cc1cc(NC(=O)C2CCN(S(=O)(=O)Cc3ccccc3)CC2)ccc1-n1cnnn1` across the screens: HUVEC inhibit = 98; H69AR growth 86K = 95; S1P2 ag = -4; S1P2 blocker = -4; Lung fibro prol = 93; sEH inh = 31; LYP act = 5; PostGolgi ctrl = 20; sEH activator = -33

(next part)
compound	HUVEC inhibit	H69AR growth 86K	S1P2 ag	S1P2 blocker	Lung fibro prol	sEH inh	LYP act	PostGolgi ctrl	sEH activator
CC1=CS(=O)(=O)CC1Sc1ncn[nH]1 (configuration not stated)	99	103	-3	-7	.	-3	1	.	4
CN(C)c1nc(NCc2ccccc2)nc(SCC(=O)Nc2ccc(Cl)c(Cl)c2)n1	.	.	-3	-15	.	-4	-5	14	6
CCOC(=O)/C(C#N)=C1/C=CN(c2ccccc2)C=N1	98	39*	.	.	103	.	.	9	.
CCc1n[nH]c2c1/C(=N\O)CC(C)(C)C2	94	102	-8	-18	106	1	9	2	-3
C[C@H](NC(=O)Nc1ccccc1F)C(=O)O	91	92	-1	21	102	-13	5	3	8
COc1ccc(NC(=O)CSc2[nH]c(=O)cc(C)c2C#N)cc1OC	89	82	-5	-16	107	6	14	1	-11
CCOC(=O)C1=C(CSc2nc(-c3ccncc3)ccc2C#N)OC(N)=C(C#N)C1c1ccc(OC)cc1 (configuration not stated)	93	96	-1	-4	103	9	-9	21	-8
CCN(N=Nc1cccc([N+](=O)[O-])c1)c1cccc([N+](=O)[O-])c1	110	82	-6	-7	105	8	-8	15	-11
Cc1ccccc1N1CCN(C(=O)c2ccccc2NC(=O)/C=C\C(=O)O)CC1	.	.	-5	21	.	-4	-3	1	4
O=C(Nc1ccc(Cl)c(Cl)c1)N1CC=CCC1	81	92	.	.	99	.	.	9	.
Cc1cc(C)cc(NC(=O)C2CCCN(c3nccc(C)n3)C2)c1 (configuration not stated)	85	81	-3	5	87	19	2	13	-16
CC(C)Sc1nc(N2CCCC2)c2c(c1C#N)CC(C)(C)OC2	90	54	.	.	88	.	.	27	.
c1ccc(CN2CCN(c3nc(-c4ccccc4)nc4ccccc34)CC2)cc1	83	70	-8	-14	86	6	-3	18	-4
N#CC1=C(N)Oc2c(oc(CO)cc2=O)C12C(=O)Nc1ccc(Cl)cc12 (configuration not stated)	102	83	.	.	103	.	.	3	.
Cc1nc(-c2cccc(NS(=O)(=O)c3ccccc3)c2)cs1	117	107	-1	-2	100	-13	0	3	11
Cc1onc(-c2ccccc2Cl)c1C(=O)NCc1ccccn1	103	96	-2	-4	102	7	-4	10	-6
CC(C)c1ccc(C2NC(C(=O)O)CS2)cc1 (configuration not stated)	114	89	-5	-6	105	-15	0	4	12
CCCN(CC1CC1)C(=O)COc1ccccc1C(=O)NCc1ccccc1	.	.	1	-13	.	-4	6	7	7
COc1ccc(C)cc1S(=O)(=O)N1CCN(S(=O)(=O)c2cc(C)ccc2OC)C(C)C1 (configuration not stated)	91	89	-6	-12	102	1	8	5	-3
CCCc1cc(-n2cnc3ccccc32)n2c(nc3ccccc32)c1C#N	102	62	-1	-1	92	-6	-3	2	5
S=C1SCN(CCN2CCOCC2)CN1Cc1ccccc1	68	.	-7	15	84	-10	3	9	11
Cc1nc(SCC#N)c2c3c(sc2n1)CCC3	102	95	-3	-24	95	-4	-7	10	4
Cc1cc(C(=O)CN2C(=O)NC(c3ccccc3)(c3ccccc3)C2=O)c(C)n1Cc1ccco1	97	94	-3	9	101	14	12	10	-13
COc1cccc(Cn2c(N)c(C#N)c3nc4ccccc4nc32)c1OC	78	71	24*	-37	103	0	-15	1	-2
CCCCN=C1N/C(=C\c2ccco2)C(=O)N1c1ccccc1	.	.	2	-26	.	-7	5	13	7
CCN1CCN(C(=O)C(NS(=O)(=O)c2ccc3nc(C)sc3c2)C(C)C)CC1 (configuration not stated)	102	89	-3	-5	106	-26	-7	4	23
Cc1[nH]c(=O)[nH]c1CN1CCCCC1	83	97	-5	6	108	-11	-2	0	9
Cc1ccc(N=Nc2c(N)n(-c3ccccc3)[nH]c2=O)cc1	.	.	-4	-9	.	-6	9	5	3
CC(C)COc1ccc(C(=O)Nc2scc(-c3ccc(Cl)cc3Cl)c2C(N)=O)cc1	.	.	-5	10	.	2	-15	10	-2
COc1cc(OC)cc(C(=O)N(Cc2cc3cc(C)ccc3[nH]c2=O)C(C)C)c1	90	73	-6	4	85	.	-9	1	.
COc1ccc(CCNc2oc(COc3ccccc3)nc2C#N)cc1	86	101	-3	-26	95	.	7	8	.
O=C(COC(=O)c1cccc(S(=O)(=O)NCc2ccccc2)c1)Nc1ccccc1OC(F)F	.	.	-7	-13	.	8	5	0	-10
CCOC(=O)c1sc2ncnc(NCc3ccco3)c2c1C	87	67	-5	-1	88	-5	5	5	8
O=C(NCC(c1ccc(F)cc1)N1CCOCC1)c1ccc(Br)o1 (configuration not stated)	95	79	-5	15	100	.	11	4	.
CCn1cc(C(=O)OCC(=O)N(C)C2CCS(=O)(=O)C2)c(=O)c2ccc(C)nc21 (configuration not stated)	91	80	-4	-3	98	-10	10	0	9
CCCc1c(CC)c(=N)c2ccccc2n1C	102	79	-2	-16	96	6	9	3	-6
CCCCCn1c(SC(C)C(C)=O)nc2c1c(=O)[nH]c(=O)n2C (configuration not stated)	107	79	-2	-9	83	0	1	14	3
COc1cccc(NC(=O)c2nc3nc(C)cc(C(F)F)n3n2)c1	98	93	-5	13	100	-2	6	3	1
CC(C)C(c1nnnn1Cc1ccco1)N1CCN(c2cccc(Cl)c2)CC1 (configuration not stated)	78	93	-3	6	92	-6	0	21	6
CCOc1ccccc1NC(=O)C1CC2CCCC(C1)C2=O (configuration not stated)	101	92	-4	-2	102	-1	-7	29	3
c1ccc(CCC2=NCCn3cccc32)cc1	99	92	-7	17	95	4	0	6	-6
O=C(Cn1c(=O)c2c(ncn2Cc2ccccc2)n(Cc2ccccc2)c1=O)NC1CC1	68	87	-5	-13	.	-2	-7	5	2
Cc1ccc(-n2c(C)cc(/C=N/NC(=O)CN(c3ccc(C)cc3C)S(C)(=O)=O)c2C)cc1	.	.	-2	19	.	7	7	1	-5
CN(C)c1nc2sc3c(c2c(=O)n1C)CC(C)(C)OC3	100	86	-3	-3	93	0	10	22	2
CCN(CC(=O)N1CCc2ccccc2C1)S(=O)(=O)c1ccc2ccccc2c1	95	59	-8	6	108	5	-10	25	-6
CCCCn1c(CCNC(=O)c2cccs2)nc2ccccc21	102	85	-5	7	93	-3	6	3	7
COc1cc(NS(=O)(=O)c2ccc(NC(=O)/C(=C\c3ccccc3OC)NC(=O)c3ccccc3)cc2)nc(OC)n1	.	.	-3	7	.	7	-8	24	-7
CCOC(=O)C1CCN(S(=O)(=O)c2cccc(-c3cn4cc(C)ccc4n3)c2)CC1	83	88	-10	15	104	-3	-6	-1	7
COCC(=O)Nc1cccc(C(F)(F)F)c1	103	104	-6	13	98	12	3	0	-12
CCOC(=O)c1cnc(SCC(=O)Nc2ccc3c(c2)OCCO3)nc1N	94	72	-2	-21	96	11	10	3	-13

The results go on.
compound	HUVEC inhibit	H69AR growth 86K	S1P2 ag	S1P2 blocker	Lung fibro prol	sEH inh	LYP act	PostGolgi ctrl	sEH activator
COc1ccc(OC)c(CNn2c(-c3cccc(C)c3)nc3ccccc3c2=O)c1	99	85	1	-1	101	-7	-12	28	6
O=C(CN(C(=O)Cn1nnc(-c2ccc(F)cc2)n1)C1CCCC1)NC1CCCC1	97	87	2	-5	90	0	5	10	1
COCn1c(-c2ccccc2)nc2ccccc21	106	104	-4	2	98	-4	2	-4	5
Cc1ccc(-c2csc3nc(C)n(-n4c(C)ccc4C)c(=O)c23)o1	98	95	-7	-12	94	8	7	0	-7
N#Cc1ccccc1NC(=O)Nc1cccs1	92	93	-1	-21	89	9	-6	8	-9
CC(C)(C)OC(=O)N1CCN(c2ccc(NC(=O)Cn3nnc(-c4ccccc4)n3)cc2)CC1	91	72	-5	-7	102	74	2	8	-73
O=c1c2cccnc2[nH]c(=S)n1CCCN1CCN(c2ccc(F)cc2)CC1	79	91	-5	24	88	-17	-6	42*	16
CC(C)C(CCNC(=O)CN1C(=O)c2ccccc2C1=O)c1ccco1 (configuration not stated)	99	98	-4	-27	103	13	-4	5	-12
CCOCc1cnc(C)nc1NCC(=O)c1c(C)n(C)c2ccc(OC)cc12	61	34*	-7	6	96	.	-1	4	.
CCn1c2ccc(/C(C)=N\O)cc2c2cc(/C(C)=N\O)ccc21	.	.	3	-29	.	-8	-3	1	9
O=C(Cc1ccc(F)cc1)c1ccc(O)cc1O	103	100	-4	-1	107	11	-7	12	-13
CCSc1nc2n(n1)C(c1cccc(F)c1)C1=C(CCCC1=O)N2 (configuration not stated)	90	98	-5	10	98	-6	-4	-1	5

Some of the compounds tested. The share of hits here may be higher or lower than overall.
